# POLI inh = blocks human DNA polymerase iota activity | Potency, µM (series often up to 115 µM), for the others: top-dose activity, negative = inhibition, usual class: inhibitors | Q9UNA4 | Pol iota fluorescent replication assay, 10 min | AID 588590 | 1% of 390,000 active; further: potency means the concentration at half of the fitted maximal effect
#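 Pol iota at 10 nM preincubated 15 min with compounds at room temperature; reaction started with fluorescent substrate, 50 nM final. Fluorescence read kinetically at 0 and 10 min; buffer-only wells as negative control.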
# ERG Ets-DNA blk = ERG Ets/DNA interaction inhibition | Potency, µM (titrated, usually from 76.9 µM), without a hit: top-dose FP activity, negative = inhibition, usual class: inhibitors | fluorescence polarization, His-ERG Ets domain / labelled DNA | AID 624246 | 0.028% of 370,000 active; active means well fitted inhibition curve with a large enough effect in the polarisation, with a control signal flat; inconclusive means small, poorly fitted or top-dose-only effect, or effect the other way, or a change in a side signal; inactive means no such curve, though single readings can be large or run the other way; the % refers to the polarisation;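 further: polarization taken with two DNA probes labelled with fluorescein and Texas red; potency means the concentration at half of the fitted maximal effect; % of control where 0% means no effect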
# Target sequence (P11308 whole entry, looked up, the tested form may be a part): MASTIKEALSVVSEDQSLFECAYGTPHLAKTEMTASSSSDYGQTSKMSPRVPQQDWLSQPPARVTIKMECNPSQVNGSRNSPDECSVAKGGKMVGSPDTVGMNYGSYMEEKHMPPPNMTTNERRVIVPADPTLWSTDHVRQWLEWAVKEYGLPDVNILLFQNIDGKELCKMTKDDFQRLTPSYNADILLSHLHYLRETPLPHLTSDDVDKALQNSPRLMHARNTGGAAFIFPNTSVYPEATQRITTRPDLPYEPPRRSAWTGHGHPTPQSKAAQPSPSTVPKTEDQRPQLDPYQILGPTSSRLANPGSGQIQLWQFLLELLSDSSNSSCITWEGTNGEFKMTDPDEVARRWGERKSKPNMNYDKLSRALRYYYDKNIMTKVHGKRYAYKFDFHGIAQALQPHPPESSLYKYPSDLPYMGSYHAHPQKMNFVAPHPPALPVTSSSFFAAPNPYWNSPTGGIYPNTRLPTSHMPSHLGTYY
#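 His-tagged ERG Ets domain (1 uM in the protein solution; 300mM KCl, 50mM Tris-HCl, 1mM EDTA, 1mM DTT, pH 7.5) received compound, then a probe mix of 5 nM fluorescein-DNA and 100nM Texas-615-DNA. Fluorescence polarization was read for both dyes.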
# APEX1 inh = blocks human APE1 abasic DNA cleavage; recombinant APE1, TAMRA/BHQ-2 abasic DNA cleavage fluorescence; P27695; 0.35% of 350,000 active; Potency, µM (top dose mostly 65.8 µM), for inactives: at the highest dose activity change, negative = inhibition, usual class: inhibitors;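 further: potency means the concentration at half of the fitted maximal effect; plate controls were vehicle for no effect and reference inhibitor for full effect; nearly all actives have a fitted effect of over 55% in size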
# Target sequence (P27695 whole entry, looked up): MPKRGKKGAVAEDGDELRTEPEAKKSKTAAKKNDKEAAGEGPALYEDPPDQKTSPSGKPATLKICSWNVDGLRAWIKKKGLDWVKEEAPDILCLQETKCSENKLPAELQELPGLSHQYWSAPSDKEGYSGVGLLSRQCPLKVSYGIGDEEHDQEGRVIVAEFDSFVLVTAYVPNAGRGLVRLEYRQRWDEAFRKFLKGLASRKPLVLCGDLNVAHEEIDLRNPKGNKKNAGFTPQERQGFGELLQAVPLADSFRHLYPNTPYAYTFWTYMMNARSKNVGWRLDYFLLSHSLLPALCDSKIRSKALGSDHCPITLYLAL
#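 Incision of a quenched TAMRA/BHQ-2 THF abasic-site duplex (50 nM) by 0.75 nM APE1, after 15 min compound preincubation, measured as fluorescence increase over three 60 s reads. Values normalized to buffer, DMSO and NSC13755 control wells.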
# Apoferritin bind = binds horse apoferritin like a general anesthetic | apoferritin/1-aminoanthracene competitive binding, fluorescence | Potency, µM (highest dose often 77.5 µM), inactives show at the highest dose activity change, negative = displacement, usual class: inhibitors | P02791 | 0.074% of 350,000 active | AID 485281; further: potency means the concentration at half of the fitted maximal effect; on the % scale 0 is the no-effect control and ±100 the full control effect; nearly all actives have a fitted effect of over 20% in size
# Target sequence (P02791 2-175 limits assumed): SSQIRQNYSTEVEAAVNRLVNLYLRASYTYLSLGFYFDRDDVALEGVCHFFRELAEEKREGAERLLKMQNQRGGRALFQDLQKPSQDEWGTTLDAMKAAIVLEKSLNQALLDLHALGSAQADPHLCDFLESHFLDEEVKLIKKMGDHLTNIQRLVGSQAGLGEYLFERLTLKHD
#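 Horse-spleen apoferritin (10 uM) was mixed with 50% saturated 1-aminoanthracene in PBS, exposed to compounds for 10 min at room temperature, and read for fluorescence (ex 380 nm, em 535 nm). Competitive displacement was fitted with a four-parameter Hill equation.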
# ALOX12 inh = blocks human arachidonate 12S-lipoxygenase; P18054; purified 12hLO, xylenol orange hydroperoxide absorbance; 1.1% of 580,000 active; Potency, µM (series often up to 108 µM), for inactives: at the highest dose activity change, negative = inhibition, usual class: inhibitors; further: potency means the concentration at half of the fitted maximal effect; on the % scale 0 is the no-effect control and ±100 the full control effect
#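 Hydroperoxide product was detected by ferrous iron/xylenol orange as the 573 to 405 nm absorbance ratio. Arachidonic acid at 40 uM (final) was turned over for 30 min at room temperature by 150 nM human 12hLO, pH 7.0 Hepes buffer, after 15 min compound preincubation.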
# BLM inh = Bloom syndrome helicase (human) inhibition | P54132 | recombinant BLM DNA unwinding, fluorescence dequenching | Potency, µM (titrated, usually from 56.1 µM), for inactives: top-dose activity change, negative = inhibition, hits mostly inhibitors | 0.2% of 350,000 active | AID 2528;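 further: potency means the concentration at half of the fitted maximal effect; plate controls were vehicle for no effect and no enzyme for full effect; nearly all actives have a fitted effect of over 35% in size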
# POLB inh = inhibitors of human DNA polymerase beta. P06746. Pol beta primer extension/strand displacement, fluorescence kinetic. Potency, µM (highest dose often 114 µM), inactives show at the highest dose activity change, negative = inhibition, most hits filed as inhibitors. 1.3% of 340,000 active; further: potency means the concentration at half of the fitted maximal effect; on the % scale 0 is the no-effect control and ±100 the full control effect
#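 Preincubation: enzyme (10 nM) with compound, 15 min, RT. Reaction: substrate added to 50 nM final. Reads: 0 and 10 min. Analysis: normalized, Hill fit.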
# POLK inh = DNA polymerase kappa (human) inhibition; Q9UBT6; purified Pol kappa, fluorescent DNA synthesis assay, 10 min; Potency, µM (titrated, usually from 107 µM), without a hit: top-dose activity, negative = inhibition, usual class: inhibitors; 0.53% of 400,000 active; AID 588579; further: potency means the concentration at half of the fitted maximal effect; on the % scale 0 is the no-effect control and ±100 the full control effect
#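 10 nM Pol kappa was preincubated with compounds for 15 min at room temperature. Reaction started with 50 nM (final) substrate. Fluorescence read kinetically at 0 and 10 min.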
# TRHR agonist = TRH receptor (human) agonism. P34981. TRHR cells, calcium flux fluo-8, FDSS agonist mode. activation, % at 2 µM. 0.18% of 360,000 active. AID 493084; in the data active means activation above about 30%; further: 0% is about no effect
#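 TRHR-expressing cells loaded with fluo-8 calcium dye; 23 nL library compound pin-transferred, kinetic FDSS fluorescence (Ex 480/Em 530) recorded about 180 s for agonist-induced calcium release, before a 10 nM TRH EC20 addition for potentiator mode.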
# * hit, by the source's call; ? = inconclusive; · = no result given; & = joins results of further samples; [ ] = another dose, or the depositor's remark. Unless noted, the call rests on the fitted dose curve; in most records, active means well fitted curve in the direction sought with a large enough effect; inconclusive means small, poorly fitted or top-dose-only effect, or another doubt; inactive means no such curve, though single readings can be large; an effect the other way counts as inactive or inconclusive. Some of the compounds tested. The share of hits here may be higher or lower than overall.
structure | POLI inh | ERG Ets-DNA blk | APEX1 inh | Apoferritin bind | ALOX12 inh | BLM inh | POLB inh | POLK inh | TRHR agonist
N#CCSc1nc(-c2ccccc2)nc2ccc(F)cc12 | -5% | -2% | -13% | -3% | 0% | -2% | -13% | -13% | 0.1
CC(C)(C)Nc1nc(NC(C)(C)C)nc(-n2ccnc2)n1 | 12% | 11% | 1% | -9% | -22% | -11% | -3% | 0% | -2.3
CCCN(CCC)CC(O)CN1C(=O)NC(C)(C)C1=O (stereo not drawn) | 70%[activator] | -9% | 1% | 0% | 0% | -1% | 3% | 0% | 0.2
CCCCn1nc(C(=O)N(C)C2CCCCC2)c2ccccc2c1=O | -9% | -5% | 2% | · | ? | · | · | -5% | -1.0
COC(=O)CNC(=O)c1ccc2c(c1)S(=O)(=O)c1ccccc1C2=O | 6% | 4% | 9% | -13% | 1% | -7% | 19% | 4% | 0.6
CCOC(=O)c1c2n(c3ccc(O)cc13)CCC2 | 13% | 6% | -2% | -4% | -4% | 0% | -10% | -6% | -0.5
COc1ccc(O)c(/C=N/n2c(-c3ccco3)csc2=Nc2cccnc2)c1 | 13% | -3% | -3% | -6% | -10% | -3% | 1% | -7% | 0.3
Cc1ccc(Cl)cc1NC(=O)CSc1nc2ccccc2c2nc(-c3ccccc3)nn12 | -1% | 1% | · | 37%[activator] | -24% | -1% | 4% | -11%[60.1 µM] | 0.4
COc1ccc(N2CCN(C(=O)COCc3cc(-c4ccc5c(c4)OCO5)on3)CC2)cc1 | -24%&5% | 1%&3% | -11% | -5%&-13% | -9%&-13% | -3%&-3% | 1%&1% | -11%&2% | -0.2&0.1
C=C1CCC[C@]2(C)C[C@H]3OC(=O)C(CN[C@@H](C)c4ccccc4)[C@H]3CC12 (stereo partly drawn) | -14% | -16% | 40% | -3% | 0% | -5% | -11% | -2% | 1.6
Cc1ccc(CNC(=O)Cn2ncc3c([nH]c4ccc(C)cc43)c2=O)cc1 | 9% | 3% | · | -1% | ? | 0% | 20% | 1% | 0.9
COCO/C=C(\NC(C)=O)c1ccccc1 | 27% | 10% | 5% | · | -3% | · | · | -17% | 0.5
COc1ccc(CCNC(=O)Cc2ccc(NC3=NC4CS(=O)(=O)CC4S3)cc2)c(OC)c1 (stereo not drawn) | 20% | -7% | 11% | -1% | 21% | 0% | 30% | -9% | 0.3
CCC(=O)c1ccc(OCC(=O)NNC(=O)c2cc(C)oc2C)cc1 | -16% | 6% | 27% | · | 1% | · | · | 0% | -0.3
O=C(N/N=C/c1cc2c(cc1Br)OCO2)c1c[nH]c2ccccc12 | 8% | 0% | 5% | -10% | -4% | -18% | -3% | -6% | -1.2
CC(=O)Nc1ccc2c(c1)nc(CCN1CCC(C)CC1)n2C | 13% | -5% | -2% | -7% | 25% | 8% | -3% | -19% | -0.3
CCOC(=O)c1c(C)oc2ncnc(N3CCN(c4ccccc4F)CC3)c12 | 33%[activator] | 5% | · | -1% | -23% | -1% | -3% | -17%[60.1 µM] | -0.7
Cc1ccc(CSCC(=O)Nc2ccccc2C(=O)O)cc1 | -19% | 1% | -44% | -4% | ? | 4% | 1% | -15% | -0.1
c1ccc2[nH]c(CN3CCN(c4ncnc5c4oc4ccccc45)CC3)nc2c1 | 5% | -9% | ? | -13% | -8% | 3% | 0% | -3% | -0.6
CC(C(=O)N1CCc2ccccc21)N1CCN(S(=O)(=O)c2ccc(C(F)(F)F)cc2)CC1 (stereo not drawn) | -17% | -15% | -3% | · | 48% | · | · | -13% | -2.5
NC(=O)C1CC(=O)N(c2ccc(OCc3ccc(Cl)cc3)cc2)C1 (stereo not drawn) | -18% | -5% | 6% | -15% | -1% | -3% | 0% | 2% | 0.8
N#CCc1ccc(NS(=O)(=O)c2ccc(C3CCCCC3)cc2)cc1 | 12% | 0% | -5% | ? | -17% | -2% | 12% | -5% | 1.1
Cn1c(=O)c2[nH]c(-c3ccccc3Cl)c(O)c2n(C)c1=O | 138%[activator] | 6% | 0% | -10% | 0% | -8% | -2% | -3% | -0.9
CCCCn1c(N)c(N(CCC(C)C)C(=O)c2c(C)noc2C)c(=O)[nH]c1=O | -3% | -4% | 53%[activator] | · | 2% | · | · | -4% | 0.0
COc1ccc2c(CC(=O)Nc3nccs3)coc2c1 | 69%[activator] | 0% | 2% | -16% | 0% | -8% | 13% | -11% | -0.2

# Reprinted from the part before: five entries; new compounds follow.
structure | POLI inh | ERG Ets-DNA blk | APEX1 inh | Apoferritin bind | ALOX12 inh | BLM inh | POLB inh | POLK inh | TRHR agonist
NC(=O)C1CC(=O)N(c2ccc(OCc3ccc(Cl)cc3)cc2)C1 (stereo not drawn) | -18% | -5% | 6% | -15% | -1% | -3% | 0% | 2% | 0.8
N#CCc1ccc(NS(=O)(=O)c2ccc(C3CCCCC3)cc2)cc1 | 12% | 0% | -5% | ? | -17% | -2% | 12% | -5% | 1.1
Cn1c(=O)c2[nH]c(-c3ccccc3Cl)c(O)c2n(C)c1=O | 138%[activator] | 6% | 0% | -10% | 0% | -8% | -2% | -3% | -0.9
CCCCn1c(N)c(N(CCC(C)C)C(=O)c2c(C)noc2C)c(=O)[nH]c1=O | -3% | -4% | 53%[activator] | · | 2% | · | · | -4% | 0.0
COc1ccc2c(CC(=O)Nc3nccs3)coc2c1 | 69%[activator] | 0% | 2% | -16% | 0% | -8% | 13% | -11% | -0.2
O=C(CCC1CCCC1)NNC(=O)c1ccc(F)cc1 | 15% | -3% | 1% | · | 433%[activator] | · | · | -13% | 1.4
O=C(NCCS(=O)(=O)N1CCN(Cc2ccccc2)CC1)c1ccc(F)cc1 | -28% | 10% | 12% | · | -11% | · | · | -3% | -0.3
COc1ccc(OC)c(S(=O)(=O)N2CCc3ccccc32)c1 | 27% | -14% | -1% | 37%[activator] | 0% | -4% | -2% | -4% | 0.1
COc1ccc(C(=O)NCCCNC(=O)c2ccc(C)nc2)cc1 | 27% | -15% | -4%[12.4 µM] | 8% | -7% | 3% | 7% | 2% | -1.3
Cc1nc(NS(=O)(=O)c2ccccc2)sc1C(=O)NN | 60%[activator] | 5% | -4% | -12% | 0% | -3% | 13% | -1% | -0.4
CCOc1ccc(NC(=O)Cn2c(=O)n(CCCC(=O)NCCc3ccc(Cl)cc3)c(=O)c3ccccc32)cc1 | 7% | 6% | · | -9% | 4% | -4% | 17% | -14%[60.1 µM] | 0.0
O=C1OCCN1S(=O)(=O)Nc1ccccc1 | ? | 17% | 48%[activator] | -2% | ? | -3% | 10% | -4% | 0.6
Cc1ccc(NC(=O)c2ccc(Br)o2)c([N+](=O)[O-])c1 | 37%[activator] | -4% | · | · | -5% | · | · | 9% | ·
O=C(NNC(=O)c1ccco1)c1cccc(Br)c1 | 32%[activator] | 0% | 10% | -13% | 2% | -15% | 30% | -4% | 0.0
CC(=O)OCC1OC(OCc2cn(C[C@H]3CC[C@@H]([C@@H]4CC[C@H](Cn5cc(COC6OC(COC(C)=O)C(OC(C)=O)C(OC(C)=O)C6OC(C)=O)nn5)O4)O3)nn2)C(OC(C)=O)C(OC(C)=O)C1OC(C)=O (stereo partly drawn) | 10% | -8% | 12% | -2% | 1% | 0% | 29% | -2% | 0.4
O=C(NCc1ccc(Cl)cc1)C1CCC(CNc2c(N3CCOCC3)c(=O)c2=O)CC1 (stereo not drawn) | 10% | -7% | 1% | 4% | 0% | 1% | 11% | 6% | -0.1
O=C(OCC1OC2C(Oc3nc(=O)ccn32)C1O)c1ccccc1 (stereo not drawn) | -1% | -6% | -1% | 10% | 0% | -1% | 2% | -7% | 1.2
N/C(=N\OC(=O)Cc1cccs1)c1ccccc1 | 4% | -1% | -3% | ? | ? | -13% | -14% | -27% | -0.2
CCN(C[C@H]1N[C@@](CC)(C(=O)OC)[C@H]2C(=O)N(Cc3ccccc3)C(=O)[C@@H]12)S(=O)(=O)c1ccc(C(F)(F)F)cc1 | -8% | -8% | -24% | · | 8% | · | · | -13% | ·
N#Cc1ccc(C(=O)OCC(=O)N2CCOCC2)cc1 | 75%[activator] | 0% | 66%[activator] | -4% | -1% | -3% | 0% | -13% | 1.8
COc1cc(Cc2ccc(N)c(OC)c2)ccc1N | -6% | 3% | 0% | -7% | -14% | -3% | 20% | 3% | 0.1
CC(=O)OCC1=C(C(=O)O)N2C(=O)C(NC(=O)CCn3nc(C)c(Cl)c3C)C2SC1 (stereo not drawn) | 3% | 9% | ? | -1% | -27% | 2% | -22% | -19% | 0.5
Cn1c(CN2CCCCC2)nc2cc([N+](=O)[O-])ccc21 | 45%[activator] | -4% | 1% | -8% | 3% | 0% | 27% | -23% | -0.8
CO/N=C(/COc1ccc(F)cc1)c1ccc(OC)cc1 | -11% | 7% | 26% | -4% | 12% | -6% | 2% | -5% | -1.4
NS(=O)(=O)c1cccc(NC(=O)CCSc2ccc(Cl)cc2)c1 | 24% | · | 1% | 2% | ? | -3% | 1% | -15% | 0.2
C#Cc1cccc(N2C(=O)C3C4C=CC(C3C2=O)C2C(=O)N(c3cccc(C#C)c3)C(=O)C42)c1 (stereo not drawn) | 15% | -3% | · | · | -1% | · | · | -7% | ·
Cc1ccc(Cl)cc1N1CCN(C(=O)c2ccc3nc[nH]c3c2)CC1 | 8% | -3% | -6% | -5% | -21% | -10% | 1% | -1% | 0.8

# Among those listed so far, these have a CF3 group.
structure | POLI inh | ERG Ets-DNA blk | APEX1 inh | Apoferritin bind | ALOX12 inh | BLM inh | POLB inh | POLK inh | TRHR agonist
CC(C(=O)N1CCc2ccccc21)N1CCN(S(=O)(=O)c2ccc(C(F)(F)F)cc2)CC1 (stereo not drawn) | -17% | -15% | -3% | · | 48% | · | · | -13% | -2.5
CCN(C[C@H]1N[C@@](CC)(C(=O)OC)[C@H]2C(=O)N(Cc3ccccc3)C(=O)[C@@H]12)S(=O)(=O)c1ccc(C(F)(F)F)cc1 | -8% | -8% | -24% | · | 8% | · | · | -13% | ·
